LMPTP block: LMPTP phosphatase inhibitors, primary screen, biochemical, fluorescence intensity, uHTS | Low molecular weight phosphotyrosine protein phosphatase (Homo sapiens), P24666 | inhibition, % at 20 µM | recombinant LMPTP-A, OMFP fluorogenic substrate | 0.22% of 360,000 active;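 active = compounds that cut the enzyme signal by at least half of the control window in the single-dose screen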;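 note: plate controls were DMSO wells with enzyme plus substrate for no effect and substrate without enzyme for full effect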
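Buffer or medium: Bis-Tris pH 6.0, DTT, detergent; Assay system: LMPTP-A enzyme; Quantity: 0.625 nM enzyme; Detection: endpoint fluorescence intensity; Times: 50 min dark incubation at room temperature; Controls: substrate-only low control, DMSO enzyme-plus-substrate high control; Doses: single 20 µM dose; Read-out: percent inhibition versus substrate-only and uninhibited controls; Reagent: 400 µM OMFP.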
DNMT1 inh: human DNMT1 methyltransferase inhibitors, primary screen, biochemical, molecular beacon, fluorescence, HinP1I cleavage, uHTS; DNA (cytosine-5)-methyltransferase 1 (Homo sapiens), P26358; inhibition (reported as % activation of signal), % at 10 µM; 0.83% of 360,000 active; AID 588458, 2011; in the data active = inhibition above about 50%
SUMO1-SIM PPI: modulators of SUMO1 protein-protein interactions, primary screen, biochemical, uHTS; SUMO1 binding to a labelled peptide, TR-FRET, 1 h; inhibition, % at 20 µM; 0.33% of 360,000 active; AID 602429, 2012; in the data active = inhibition above about 37%
Tb MetRS inh: T. brucei MetRS inhibitors, primary screen, biochemical, luminescence; methionyl-tRNA synthetase (Trypanosoma brucei brucei); purified T. brucei MetRS, ATP depletion, Kinase-Glo luminescence; inhibition, % at 11.9 µM; 0.4% of 360,000 active; AID 624268, 2012;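 active = inhibition above a per-plate cutoff of the control wells' mean inhibition plus 3 SD, cut at about 5.5% in these data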;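 note: 0% = DMSO wells median and 100% = median of wells with control inhibitor compound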
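Material – parasite MetRS enzyme · Medium – HEPES-MgCl2-KCl buffer plus DTT, spermine, BSA, pyrophosphatase · Reagent – ATP, methionine and E. coli bulk tRNA substrates · Times – 15 min enzyme-compound preincubation, 2 h reaction, 10 min detection, 25 °C · Measured by – luminescence of leftover ATP · Evaluation – percent inhibition relative to median high and low control wells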
MsrA inhibitor: bovine MsrA enzyme inhibitors, primary screen, biochemical, absorbance, HTS. 0.75% of 360,000 active. purified bovine MsrA, absorbance read-out. inhibition, % at 15.5 µM; in the data active = inhibition above about 4.5%;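 note: 0% = vehicle wells with enzyme and 100% = reference inhibitor wells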
Rpn11 inh: Rpn11 (PSMD14) deubiquitinase inhibitors, primary screen, biochemical, fluorescence polarization, uHTS | 26S proteasome non-ATPase regulatory subunit 14 (Homo sapiens), O00487 | human 26S proteasome, Ub4-pepOG fluorescence polarization; 20S core pre-blocked with epoxomicin | calls only at 20 µM | 0.59% of 360,000 active | AID 588493, 2011;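 active = inhibition at 20 µM, scaled to each plate's controls, above about 33%, limit read from the data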
CSN inh: inhibitors of CSN-mediated cullin deneddylation, primary screen, biochemical, fluorescence polarization, uHTS; COP9 signalosome complex subunit 5 (Homo sapiens), Q92905; Purified CSN, SCF-Nedd8-OG deneddylation; inhibition, % at 12.5 µM; 0.38% of 360,000 active;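 active = pattern-corrected inhibition above about 35%, with an unprinted fluorescence ratio check between 0.5 and 1.5, limit read from the data, passing the limit was not always enough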;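 note: 0% = enzyme with substrate and 100% = substrate without enzyme; some results filed as inactive read as strong as hits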
Target sequence (Q92905 whole entry, looked up, one chain of several): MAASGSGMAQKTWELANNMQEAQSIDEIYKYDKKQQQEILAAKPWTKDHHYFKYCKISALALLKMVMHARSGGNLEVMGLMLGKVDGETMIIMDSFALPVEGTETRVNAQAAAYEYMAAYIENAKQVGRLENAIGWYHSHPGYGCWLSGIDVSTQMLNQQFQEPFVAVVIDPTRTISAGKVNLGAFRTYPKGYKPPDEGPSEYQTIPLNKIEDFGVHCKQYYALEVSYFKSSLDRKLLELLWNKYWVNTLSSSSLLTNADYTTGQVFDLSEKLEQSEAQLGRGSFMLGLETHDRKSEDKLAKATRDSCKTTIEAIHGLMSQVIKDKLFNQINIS
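Assay system: HEK293T-derived human Csn5 enzyme; quantity: 0.24 nM enzyme; medium: Tris/NaCl/DTT buffer, pH 7.5; also added: substrate SCFSkp2-Nedd8OG, 10 nM; doses: 12.5 µM compound; schedule: 90 min reaction at room temperature; signal: FP; read-out: % inhibition of substrate cleavage by Csn5; benchmarks: substrate-only high control, full reaction low control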
Scp-1 inhibitor: Scp-1 phosphatase inhibitors, primary screen, biochemical, colorimetric, uHTS; Carboxy-terminal domain RNA polymerase II polypeptide A small phosphatase 1 (Homo …; Recombinant Scp1, phosphopeptide, malachite green phosphate absorbance; 0.88% of 340,000 active; inhibition, % at 20 µM;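 active = inhibition above about 50% at 20 µM, limit read from the data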;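 note: plate controls were DMSO wells with enzyme for no effect and wells lacking enzyme for full effect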
Target sequence (Q9GZU7 76-261 limits assumed): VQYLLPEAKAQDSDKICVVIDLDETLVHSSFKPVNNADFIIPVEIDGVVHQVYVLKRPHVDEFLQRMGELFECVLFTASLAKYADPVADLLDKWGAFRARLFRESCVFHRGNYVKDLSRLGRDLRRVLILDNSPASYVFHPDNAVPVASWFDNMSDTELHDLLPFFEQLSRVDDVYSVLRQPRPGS
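Test system: SCP-1 phosphatase catalytic domain, residues 76-261 | Compound dosing: One concentration, 20 µM, with 1.0% DMSO | Schedule: 45 min room-temperature reaction, 5 min colour, 30 min stabiliser | Detection: Absorbance at 630 nm | Read-out basis: % inhibition of SCP-1 phosphate liberation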
NadD inh: inhibitors of S. aureus NadD, primary screen, biochemical, colorimetric, uHTS; 0.78% of 360,000 active; purified NadD enzyme, colorimetric absorbance read-out; AID 602399, 2012; inhibition, % at 20 µM; in the data active = inhibition above about 26%; note: some compounds past the cut are filed as inactive
STEP inh: STEP phosphatase inhibitors, primary screen, biochemical, fluorescence intensity, uHTS; recombinant STEP, OMFP fluorogenic substrate; inhibition, % at 20 µM; 0.25% of 360,000 active;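 active = inhibition at 20 µM, scaled per plate between control wells, above about 37%, limit read from the data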;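 note: 0% = DMSO with enzyme and substrate and 100% = substrate only without enzyme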
Target sequence (P54829 whole entry, looked up): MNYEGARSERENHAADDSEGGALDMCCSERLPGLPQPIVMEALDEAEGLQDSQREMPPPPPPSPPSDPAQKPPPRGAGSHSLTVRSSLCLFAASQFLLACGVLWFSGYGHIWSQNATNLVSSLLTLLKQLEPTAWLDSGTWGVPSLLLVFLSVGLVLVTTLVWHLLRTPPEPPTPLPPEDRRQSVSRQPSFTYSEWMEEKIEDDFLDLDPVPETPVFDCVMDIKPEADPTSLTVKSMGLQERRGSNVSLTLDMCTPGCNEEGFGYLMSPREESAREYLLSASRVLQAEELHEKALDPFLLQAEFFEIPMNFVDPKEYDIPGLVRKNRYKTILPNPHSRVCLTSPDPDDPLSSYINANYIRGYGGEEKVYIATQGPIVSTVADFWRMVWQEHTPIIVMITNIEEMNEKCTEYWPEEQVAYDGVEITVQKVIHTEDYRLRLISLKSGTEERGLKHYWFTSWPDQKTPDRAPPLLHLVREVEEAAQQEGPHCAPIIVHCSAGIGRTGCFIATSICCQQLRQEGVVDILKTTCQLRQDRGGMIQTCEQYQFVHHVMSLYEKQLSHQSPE
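Measure: Control-normalized % inhibition with plate pattern correction | Test system: STEP phosphatase, cell-free reaction | Medium: pH 6.0 Bis-Tris with DTT and Tween 20 | Technique: Fluorescence, 480/540 nm | Times: Reaction 20 min, ambient temperature | Doses: Single compound dose of 20 µM, 1% DMSO final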
* marks the source's active call; other numbers are inactive results; i = inactive; / = not tested or not shown; + = active, no number.

SMILES	LMPTP block	DNMT1 inh	SUMO1-SIM PPI	Tb MetRS inh	MsrA inhibitor	Rpn11 inh	CSN inh	Scp-1 inhibitor	NadD inh	STEP inh
C=C(C)C1CC=C(C)/C(=N\NC(=S)Nc2ccc(C)cc2)C1 (centres undefined)	1.1	-2	2	-0.3	-1.2	i	4	1	3	-2
CCOc1ccc(OCC)c(NC(=O)c2[nH]c(C)c(C(C)=O)c2C)c1	0.2	-1	-16	-0.7	0.3	i	5	-2	3	3
Cn1c(=O)c2c(n3cnnc13)-c1ccccc1CC21CCCC1	-0.9	3	-5	-0.4	0.7	i	-1	-8	-5	0
C[C@@H]1C[C@H](O)c2cc(Cl)ccc2N1	-0.2	2	-1	-0.1	0.4	i	-2	-6	1	-4
CCc1nn(C(CC)C(=O)NCc2cccc(OC)c2)c(=O)c2cc3occc3n12 (centres undefined)	2.3	0	-4	-0.4	0.9	i	-2	-14	-6	2
COC(=O)c1ccccc1NC(=O)CN1CCC(C)CC1	0.4	0	-2	0.3	2.9	i	0	-4	3	0
CC(C)C(NC(=O)C1CCC(C(C)(C)C)CC1)C(=O)NCCCN1CCCCC1 (centres undefined)	-1.4	3	-3	0.7	-0.3	i	1	-13	-5	-2
C=CCN1C=C/C(=C\C=C(C#N)C#N)c2ccccc21	22	-18	7	5.6	-0.6	+	35*	-3	0	16
O=C1CN(CC(=O)NC(=O)NCc2ccccc2)CCN1	-0.6	16	1	-0.7	0.1	i	-6	0	0	2
CC1(C)CC(O)C(C(O)c2cccc([N+](=O)[O-])c2)C(C)(C)N1 (centres undefined)	1.3	8	-6	0.1	-1.9	i	-3	0	-5	2
COc1cc2c(C#N)c(N3CCN(C)CC3)nc(N)c2c(N)n1	2.7	-20	8	-0.2	3.1	i	0	/	4	-4
N#CCCN(C(=O)CO/N=C/c1cccc([N+](=O)[O-])c1)c1ccccc1	-0.4	-2	-24	-0.4	0.9	i	3	1	-10	2
CSc1nnc(CNC(=O)C23CC4CC(CC(C4)C2)C3)n1Cc1ccccc1	-0.4	2	-3	0.1	-0.5	i	-13	-9	-2	34
CCCCOc1ccc(C(NC(=O)OCC)NC(=O)OCC)cc1	-0.4	5	3	-0.6	-0.8	i	-4	-7	1	0
COc1cc2nc(CN3CCC(Cc4ccccc4)CC3)[nH]c(=O)c2cc1OC	-0.7	0	1	-0.3	-0.2	i	0	-5	-6	0
COc1cc(C(=O)OCC(=O)NCc2ccc(F)cc2)ccc1OCC(C)C	-1.3	-1	4	0.1	0.2	i	-2	-5	-2	0
C/C=C\C=C/C(=O)Nc1cccc(C2=NOC3(C2)C[C@@H](C(N)=O)N(C(=O)COc2ccc(Cl)cc2)C3)c1 (some centres undefined)	0.5	-28	-6	-0.2	-0.2	i	2	-5	38*	-1
CC1CCN(c2ccc(NC(=O)C3CCCN3S(=O)(=O)c3ccc(F)cc3)cc2)CC1 (centres undefined)	0.5	-6	2	-0.5	-1.3	i	5	-5	9	6
CCOC(=O)C1=C(N)n2c(s/c(=C\c3ccco3)c2=O)=C(C(=O)OCC)C1c1ccco1 (centres undefined)	0.7	-1	2	-0.5	/	i	3	-4	21	18
CC(C)CN(C(=O)COC(=O)c1nc(Cl)ccc1Cl)c1c(N)n(Cc2ccccc2)c(=O)[nH]c1=O	-1.1	-1	1	0.5	-1.3	i	1	-3	-7	-4

An excerpt of these results, in markdown.
| SMILES | LMPTP block | DNMT1 inh | SUMO1-SIM PPI | Tb MetRS inh | MsrA inhibitor | Rpn11 inh | CSN inh | Scp-1 inhibitor | NadD inh | STEP inh |
| --- | --- | --- | --- | --- | --- | --- | --- | --- | --- | --- |
| CSc1nnc(CNC(=O)C23CC4CC(CC(C4)C2)C3)n1Cc1ccccc1 | -0.4 | 2 | -3 | 0.1 | -0.5 | i | -13 | -9 | -2 | 34 |
| CCCCOc1ccc(C(NC(=O)OCC)NC(=O)OCC)cc1 | -0.4 | 5 | 3 | -0.6 | -0.8 | i | -4 | -7 | 1 | 0 |
| COc1cc2nc(CN3CCC(Cc4ccccc4)CC3)[nH]c(=O)c2cc1OC | -0.7 | 0 | 1 | -0.3 | -0.2 | i | 0 | -5 | -6 | 0 |
| COc1cc(C(=O)OCC(=O)NCc2ccc(F)cc2)ccc1OCC(C)C | -1.3 | -1 | 4 | 0.1 | 0.2 | i | -2 | -5 | -2 | 0 |
| C/C=C\C=C/C(=O)Nc1cccc(C2=NOC3(C2)C[C@@H](C(N)=O)N(C(=O)COc2ccc(Cl)cc2)C3)c1 (some centres undefined) | 0.5 | -28 | -6 | -0.2 | -0.2 | i | 2 | -5 | 38* | -1 |
| CC1CCN(c2ccc(NC(=O)C3CCCN3S(=O)(=O)c3ccc(F)cc3)cc2)CC1 (centres undefined) | 0.5 | -6 | 2 | -0.5 | -1.3 | i | 5 | -5 | 9 | 6 |
| CCOC(=O)C1=C(N)n2c(s/c(=C\c3ccco3)c2=O)=C(C(=O)OCC)C1c1ccco1 (centres undefined) | 0.7 | -1 | 2 | -0.5 | / | i | 3 | -4 | 21 | 18 |
| CC(C)CN(C(=O)COC(=O)c1nc(Cl)ccc1Cl)c1c(N)n(Cc2ccccc2)c(=O)[nH]c1=O | -1.1 | -1 | 1 | 0.5 | -1.3 | i | 1 | -3 | -7 | -4 |

(further entries)
SMILES	LMPTP block	DNMT1 inh	SUMO1-SIM PPI	Tb MetRS inh	MsrA inhibitor	Rpn11 inh	CSN inh	Scp-1 inhibitor	NadD inh	STEP inh
COc1cnn(-c2ccc(C)cc2)c(=O)c1Br	-0.5	5	-3	-0.6	1.0	i	-1	-6	0	-2
CCOc1cccc(CN2CCCC(N3CCN(c4cccc(Cl)c4)CC3)C2)c1O (centres undefined)	5.1	-2	11	1.4	0.7	i	1	-5	-9	3
CN(C)C(=O)c1c(C(F)(F)F)nn(C)c1Cl	-0.6	4	2	-0.8	0.2	i	-4	-7	-3	-3
CCOC(=O)c1ccccc1OC(=O)NNc1ccccc1	0.5	0	-6	0.4	-0.3	i	1	-12	5	2
COc1ccccc1CCNC(=O)C1CCC(=O)N(C2CCCCCC2)C1 (centres undefined)	-0.4	1	3	-0.5	1.4	i	1	-17	-5	-3
CC(C)[C@H](NC(N)=O)C(=O)Nc1cccc([N+](=O)[O-])c1	-0.1	-2	0	-0.8	-0.3	i	0	-3	-4	-2
CCN(CC)CCNC(=O)c1ccc(Cl)c(S(=O)(=O)N2CCCCCC2)c1	-8.4	3	-1	-0.5	-0.1	i	3	-2	-6	-2
COc1ccc(-c2c[n+]3c4n2CCCCC4=C(c2ccc(Br)cc2)C3)cc1	8.7	35	-6	-0.8	2.9	i	10	12	21	6
Cc1nn(CC(=O)NCCCN2CCOCC2)c(C)c1[N+](=O)[O-]	-8.0	0	-1	-0.8	0.7	i	-1	-11	0	-4
CC(CS(=O)(=O)c1ccccc1[N+](=O)[O-])N1CCOCC1 (centres undefined)	-0.6	-1	-4	-0.7	-0.2	i	-2	-4	-2	-3
O=C(c1ccco1)N(Cc1ccc2c(c1)OCO2)Cc1cc2cc3c(cc2[nH]c1=O)OCO3	0.9	3	1	-0.9	0.4	i	2	24	0	3
CCOC(=O)Cn1nc(-c2ccc(Cl)cc2)ccc1=O	0.5	-2	-9	0.3	0.7	i	2	9	-2	-3
CCCCN(C)Cc1c(C(=O)N2CCc3ccccc3C2)nc2ccc(Cl)cn12	-1.6	-4	-2	-0.4	1.8	i	-13	-9	-1	0
CN(Cc1ccccc1)C(=S)Nc1ccc2nc3n(c(=O)c2c1)CCCCC3	1.2	3	2	-0.3	-0.6	i	5	-4	3	4
Cc1cc(/C=N/n2cnnc2)c(C)n1-c1ccc(OCc2ccc(F)cc2)cc1	4.4	-6	-3	0.2	0.5	i	8	7	4	2
COCCCNC(=S)N(Cc1cccnc1)Cc1ccc(OC)c(OC)c1	-0.9	-2	1	-0.6	0.2	i	-18	1	1	-3
Cc1ccc(CNC(=S)Nc2cc(C)ccc2OC(F)F)cc1	-0.5	3	-14	-1.2	-0.9	i	-2	-8	-8	3
COC(=O)c1c(N=CN(C)C)c(C#N)c2n1CCCC2	0.4	5	3	-0.6	-0.8	i	0	-12	9	-3
COc1cccc(NC(=S)NC(=O)c2cccnc2)c1	-1.9	2	3	1.2	3.0	i	-4	-2	5	-1
COc1cc(OC)cc(C(=O)N2CCN(S(=O)(=O)c3ccc4c(c3)OCCO4)CC2)c1	-0.2	2	3	-0.2	0.1	i	-4	/	5	-1
COC(=O)c1c(-c2ccc(OC)cc2)sc2ccc(-c3ccc4c(c3)OCO4)cc12	0.9	6	-8	-0.3	0.3	i	1	-21	-8	-1
Cc1nc(N2CCOCC2)nc(Oc2ccccc2)c1[N+](=O)[O-]	0.8	-2	-8	-0.6	-0.9	i	2	-8	-5	3
CCO/N=C(\N)c1[nH]ncc1Br	-0.8	-2	5	2.1	-1.0	i	6	-3	3	-1
CC(=O)N1CCc2nc3ccccc3cc21	0.0	-4	-2	-0.1	4.0	i	1	/	0	-2
Cc1cccc(NC(=S)NCC2CCCO2)c1 (centres undefined)	-0.7	2	-2	-0.7	-0.1	i	5	-7	1	-2
COc1ccc2c(c1)C(=O)N(c1ccccc1)C(=O)C2	0.0	4	-5	0.3	-0.4	i	3	-10	-2	0
CC(=O)N1N=C(c2cccc([N+](=O)[O-])c2)OC1c1ccc(Br)cc1 (centres undefined)	0.0	0	-27	-1.1	1.4	i	0	-15	-6	0
O=C(c1ccc2c(c1)CCN2S(=O)(=O)c1ccccc1)N1CCN(c2ccccc2)CC1	2.2	-4	2	0.3	0.3	i	5	-5	2	-1
